# Screening data: PubChem BioAssay, Sanford-Burnham Center for Chemical Genomics
# HT1080 viability: HT1080 cell viability loss – fluorescence readout (AID 620); HT1080 viability, fluorescence; higher % means a stronger effect; 87,000 tested, 0.42% active; cytotoxicity, % at 10 µM; hits with a dose series show EC50 in µM; in the data active = cytotoxicity above about 50%;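 also: cells exposed to compound overnight then 4 h with Alamar Blue; 0% = vehicle DMSO and 100% = killing control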
# * marks the source's active call; other numbers are inactive results. These rows are one share of the data; count on the stated rates, not on these rows.
SMILES,HT1080 viability
COc1ccccc1-n1c(SCC(=O)NC(C)(C)C)nc(O)c(Cc2ccccc2)c1=O,-6.6%
CCOc1ccc(Nc2oc(-c3ccccc3Cl)nc2C#N)cc1,10.4%
CCOCCCn1c(=NC(=O)c2ccc(OC)c(OC)c2)c(C#N)cc2c(=O)n3cccc(C)c3nc21,20.5%
COc1ccccc1NC(=O)Oc1ccc(C(C)=O)cc1,10.6%
O=C1CC(N2CCC(c3nc4ccccc4o3)CC2)C(=O)N1c1cc(Cl)cc(Cl)c1 (centres undefined),2.6%
CCCN(CCC)S(=O)(=O)c1ccc(NC(=O)Cc2cccs2)cc1,-1.6%
CCCc1nnc(SCC(=O)N2CCCCC2C)n1CCCOC (centres undefined),-16.1%
C/C(=N\OCC(=O)N/N=C/c1ccccc1O)c1cccs1,5.3%
CCNC(=O)NC(=O)C(C)Sc1nc2ccccc2n1CC(C)C (centres undefined),-7.4%
CC(=O)N1CCN(C(=O)CC2OC(=O)c3ccccc32)CC1 (centres undefined),-7.9%
O=C(c1cnccn1)N1CCN(S(=O)(=O)c2ccc3ccccc3c2)CC1,-11.8%
CCC(C)(C)n1nnnc1C(c1ccc(C)cc1)N1CCSCC1 (centres undefined),-18.5%
CCOC(=O)N1CCC2(CC1)C(C#N)=C(N)OC1=C2C(=O)CC(C)(C)C1,-6.3%
CCc1ccc(NC(=O)N(CCOC)C2CCN(C(C)=O)CC2)cc1,-0.1%
CCOC(=O)C(O)(CC(=O)c1ccc(OC)cc1)C(F)(F)F (centres undefined),12.1%
c1ccc(-c2ccc(CN3C[C@@H]4C(c5ccccc5)C5(c6ccccc6)CC4(C5)[C@H]3c3ccccc3)cc2)cc1 (some centres undefined),-5.6%
O=C(Cn1cc(C(=O)C2CC2)c2ccccc21)NCc1ccc2c(c1)OCO2,-6.1%
Cc1ccc(-c2nc3ncccn3c2Nc2ccc3c(c2)OCCO3)cc1,11.2%
O=C(CSc1nnc(-c2ccc(S(=O)(=O)N3CCCC3)cc2)o1)NCc1ccccc1,-5.8%
Cc1sc2nc(CN3CCOCC3)nc(N3CCOCC3)c2c1C,-2.0%
CCCN1CCN(C(=O)Nc2ccc(C(=O)OCC)cc2)CC1,8.8%
COc1ccc(C(=S)N2CCNCC2)cc1,-2.5%
COc1cc2c(cc1O)CCN(C(=O)c1ccco1)C2C (centres undefined),-8.9%
Cc1nnc(SCc2ccc3c(c2)OCO3)s1,-14.4%
CC12COC3(C(=O)Nc4nccs4)CC1CCC32C (centres undefined),8.3%

# The list continues:
SMILES,HT1080 viability
Cc1ccc(N2CCCn3c2cc(C)c(C#N)c3=O)cc1Cl,-2.7%
Nc1c(C(=O)Nc2ccccc2)sc2nc3c(c(-c4ccco4)c12)CCCC3,-19.3%
COC(=O)c1scc(C)c1N/N=C(\C)c1ccc(F)cc1,3.0%
CC(C)(C)NC(=S)Nc1ccc(Nc2ccccc2)cc1,1.3%
CCC(C)[C@H](NC(=O)Nc1ccc(Oc2ccccc2)cc1)C(=O)O (some centres undefined),-19.1%
O=C(NCc1ccc(Cl)cc1Cl)C(=O)N1CCCCC1,-6.9%
Cc1ccc2[nH]c3c(=O)n(CCN4CCOCC4)cnc3c2c1,3.6%
CCOC(=O)c1c(NC(=O)Cn2nnc(-c3ccccc3Cl)n2)sc(C)c1C,14.8%
CCOc1ccc(NC(=O)CN2CCN(CC(=O)Nc3ccc(OC)cc3)CC2)cc1,0.5%
CC(=O)N/C(=C\c1ccccc1Cl)C(=O)O,10.8%
O=C1c2[nH]nc(-c3ccccc3O)c2C(c2cccc(O)c2)N1Cc1ccco1 (centres undefined),-2.7%
CCCCSc1nc(C)[nH]c1[N+](=O)[O-],-1.5%
Cc1ccc(C)c(Cc2c(C)nc3c(C(=O)NCc4ccc5c(c4)OCO5)cnn3c2C)c1,-21.7%
O=C(NCc1ccccc1)C(c1ccccc1)N(Cc1ccc2c(c1)OCO2)C(=O)Cc1cccs1 (centres undefined),0.2%
CN(Cc1ccccc1)C(=O)CN(c1ccc(F)cc1)S(=O)(=O)c1ccc2c(c1)OCCO2,0.6%
Cc1nn(CCC#N)c(NC(=O)c2ccc(Cl)cc2Cl)c1P(=O)(Nc1ccc([N+](=O)[O-])cc1)N1CCOCC1 (centres undefined),-4.4%
CCCCCNc1nc2ccccc2nc1NS(=O)(=O)c1cccs1,25.8%
CCCn1nnnc1SCC(=O)N1CCN(C(=O)c2ccco2)CC1,-8.8%
Cc1ccc(CC(=O)NCCCc2ccccc2)cc1,-21.2%
CC1CN(C(=O)c2ccc(CNS(=O)(=O)c3cccc(C(F)(F)F)c3)cc2)CC(C)O1 (centres undefined),10.8%
CC(C)N(c1nnc(N)s1)C(C)C,2.4%
CCN(CC)CCNC(=O)COc1ccc(Cl)cc1Cl,5.4%
O=c1n(Cc2ccccc2F)c2ccccc2n1Cc1ccccc1F,2.5%
O=C(NCC1CCCO1)c1ccc(S(=O)(=O)N2CCC(c3nc4ccc(Cl)cc4[nH]3)CC2)cc1 (centres undefined),22.8%
CCCn1nnc(NC(=O)c2ccc(-c3cccc(Cl)c3)o2)n1,-12.9%

# The list continues:
SMILES,HT1080 viability
N#Cc1cc2c(nc1SCC(=O)N1CCOCC1)CCCCC2,10.3%
COC(=O)C1=C(C)Nc2nnnn2C1c1ccccc1Cl (centres undefined),4.5%
Cc1ccc(C2=NC(C)(C)N=C2SCC(=O)Nc2ccc(Cl)cc2)cc1,-4.7%
CCS(=O)(=O)N1CCC(C(=O)NCCN2CCOCC2)CC1,4.1%
CCOc1ccc(C(=O)NCCCN2CCCC2=O)cc1,-0.3%
O=[n+]1c2c(n([O-])c3ccccc31)CCC2,10.8%
O=C(NC1(C(F)(F)F)NC(=O)N(Cc2ccccc2)C1=O)c1cccs1 (centres undefined),-12.8%
c1ccc(CN2CN=C(Nc3nc4ccccc4s3)NC2)cc1,25.9%
CCOc1cc(S(=O)(=O)N2CCCC2)ccc1Cl,-6.5%
CCc1nc(NCCCCCO)c2nnn(Cc3ccccc3F)c2n1,1.7%
Cc1nn(Cc2ccc(C(=O)n3cccn3)o2)c(C)c1Br,-2.3%
CC(=O)N1C2(C=CC1(C)C(=O)NCc1ccc(C)o1)CCCCC2 (centres undefined),-4.8%
c1cc(CNc2ccc(N3CCOCC3)cc2)ccn1,-10.5%
O=C(Nc1nc(COc2ccccc2)cs1)C12CC3CC(CC(C3)C1)C2,-27.3%
CC1CCCCN1CC(=O)Nc1ccc(Oc2ccccc2)cc1 (centres undefined),7.8%
CCCCCC(=O)N1CCCC(c2nc(-c3ccc(OC)cc3)no2)C1 (centres undefined),-28.4%
CC(C)C(C(=O)Nc1ccc(S(=O)(=O)N2CCOCC2)cc1)N1C(=O)c2ccccc2C1=O (centres undefined),-4.2%
Cc1ccc(NC2CC(=O)N(Cc3ccccc3)C2=O)cc1 (centres undefined),12.5%
CCSc1nnc(Nc2ccc(C)cc2)s1,13.7%
Cc1cccc2sc(NC(=O)CSCc3ccccc3)nc12,10.5%
CCOCN(C(=O)Cn1c(C(C)O)nc2ccccc21)c1c(C)cccc1CC (centres undefined),-12.4%
CCC(C)NC(=O)CSc1nc2ccsc2c(=O)n1-c1ccc(OC)cc1 (centres undefined),3.5%
COc1ccc(OC)c(N2CC(O)=C(c3nc4ccccc4s3)C2=N)c1,-5.7%
O=C1CC(c2ccccc2)CC(O)=C1C=NCCN1CCN(C(=S)Nc2cccc(Cl)c2)CC1 (centres undefined),-8.4%
Fc1ccc(-c2nnc(-n3nnc4ccccc43)c3ccccc23)cc1,-6.8%

# Filtered by structure: the compounds so far with an aryl methoxy group (10)
SMILES,HT1080 viability
COc1ccccc1-n1c(SCC(=O)NC(C)(C)C)nc(O)c(Cc2ccccc2)c1=O,-6.6%
CCOCCCn1c(=NC(=O)c2ccc(OC)c(OC)c2)c(C#N)cc2c(=O)n3cccc(C)c3nc21,20.5%
COc1ccccc1NC(=O)Oc1ccc(C(C)=O)cc1,10.6%
CCOC(=O)C(O)(CC(=O)c1ccc(OC)cc1)C(F)(F)F (centres undefined),12.1%
COc1ccc(C(=S)N2CCNCC2)cc1,-2.5%
COc1cc2c(cc1O)CCN(C(=O)c1ccco1)C2C (centres undefined),-8.9%
CCOc1ccc(NC(=O)CN2CCN(CC(=O)Nc3ccc(OC)cc3)CC2)cc1,0.5%
CCCCCC(=O)N1CCCC(c2nc(-c3ccc(OC)cc3)no2)C1 (centres undefined),-28.4%
CCC(C)NC(=O)CSc1nc2ccsc2c(=O)n1-c1ccc(OC)cc1 (centres undefined),3.5%
COc1ccc(OC)c(N2CC(O)=C(c3nc4ccccc4s3)C2=N)c1,-5.7%

# Continued.
SMILES,HT1080 viability
CCC1(C)OCC(Cn2c3ccccc3c3ccccc32)O1 (centres undefined),1.9%
CC(C)c1ccc(C(=O)CC2(O)C(=O)N(CN3CCOCC3)c3ccccc32)cc1 (centres undefined),-109.6%
Cc1sc2nc(SCc3ccccc3)n(Cc3ccco3)c(=O)c2c1C,-13.7%
CCOc1ccc(S(=O)(=O)NCc2ccccn2)cc1,29.5%
CCN1CCN(C(=O)CN2C(=O)c3cccc4cccc2c34)CC1,-13.4%
CC/C(C)=C1\SC(N2CCOCC2)=NC1=O,16.2%
CC(=O)Nc1ccc2[nH]c(C)c(CC=C(Cl)Cl)c(=O)c2c1,-3.3%
CCn1c2ccccc2c2cc(/C=N/n3c(C)nnc3C)ccc21,8.1%
Cc1ccc(-n2c3c(c(=O)[nH]c2=O)C(C(F)(F)F)(C(F)(F)F)NC(=O)N3)cc1,0.5%
CCCn1c(/N=C/c2c[nH]c3ccccc23)nc2ccccc21,-6.1%
Cc1cccc(-c2cc3c(nn2)-c2ccccc2C3=O)c1,-6.7%
O=C(/C=C/c1ccc(Cl)cc1)c1cccnc1,-16.8%
COc1ccc(S(=O)(=O)N2CCN(CCC(=O)Nc3ccccc3F)CC2)cc1,-8.9%
O=C(c1ccc2c(c1)OCO2)N1CCN(C(=O)c2ccco2)CC1,1.4%
COc1ccc(Cc2nc3ccc(S(=O)(=O)N4CCOCC4)cc3[nH]2)cc1OC,-12.4%
CCOc1ccc(CNC(=O)c2cc3oc4ccccc4c3n2C)cc1,-2.0%
CC(C)n1cc(C(=O)c2cc(Br)ccc2O)cc(C#N)c1=O,-1.8%
CCOC(=O)C(CCC(=O)O)(CCC(C)C)c1csc(N)n1 (centres undefined),-2.9%
O=C(CN1C(=O)NC2(CCCCCC2)C1=O)N1CCN(S(=O)(=O)c2ccc(Cl)cc2)CC1,-16.5%
Cc1cc(NC(=O)CCC(=O)N(CC(=O)NC2CCCC2)c2ccccc2)no1,5.1%
O=C(OCC(=O)N1CCN(c2ccccc2)CC1)c1cccc(Cl)c1,-4.2%
CC(C)(C)NC(=O)NC(=O)CN1CCN(c2ncc(C(F)(F)F)cc2Cl)CC1,0.8%
O=C(O)C1C2CCC(O2)C1C(=O)Nc1cnn(Cc2ccccc2)c1 (centres undefined),13.0%
COc1ccc(C)cc1NC(=O)COC(=O)c1c(C)noc1C,-7.5%
O=C(c1ccc(Oc2ccccc2)cc1)c1nc2c(n1O)CCCC2,-0.5%

# A second format for some results above:
mol	HT1080 viability
O=C(OCC(=O)N1CCN(c2ccccc2)CC1)c1cccc(Cl)c1	-4.2%
O=C(c1ccc(Oc2ccccc2)cc1)c1nc2c(n1O)CCCC2	-0.5%
O=C(/C=C/c1ccc(Cl)cc1)c1cccnc1	-16.8%
COc1ccc(Cc2nc3ccc(S(=O)(=O)N4CCOCC4)cc3[nH]2)cc1OC	-12.4%

# Next section.
SMILES,HT1080 viability
CCn1c(COc2ccccc2)nnc1SCC(=O)Nc1cc(C)ccc1OC,-15.2%
CCCCOc1ccc(Br)cc1/C(C)=N/NC1=NCCN1,65.1%*
O=C(NCCCN1CCCC1=O)c1ccccc1NS(=O)(=O)c1ccc(Br)cc1,-17.1%
CC1(C)Oc2ccc(NC(=O)c3ccco3)cc2O1,-4.3%
C=CCN1C(=O)CSc2ccc(C(=O)N3CCC(C)CC3)cc21,-8.2%
CNC(=S)Nc1ccc(Nc2ccccc2)cc1,2.7%
COc1cc(-c2nnc(-c3cc(OC)c(OC)c(OC)c3)o2)cc(OC)c1OC,-15.9%
Cc1[nH]c2c(Br)cccc2c1[C@H]1[C@@H](CC#N)C1(C)C,-14.5%
O=S(=O)(c1ccc(Br)s1)N1CCN(Cc2ccc3c(c2)OCO3)CC1,3.0%
COc1ccc(OCC(O)Cn2cnc(-c3ccc(Br)cc3)c2)cc1 (centres undefined),5.8%
COc1cc(C(=S)N2CCC(C)CC2)ccc1O,-16.8%
Cc1cc(C)c(NC(=O)CSc2nnc(SCC(=O)Nc3c(C)cc(C)cc3C)n2N)c(C)c1,-2.1%
Cc1ccc(NS(=O)(=O)c2cc(OCC(N)=O)c(C)cc2Cl)cc1C,12.1%
COc1ccc(C(=O)NCC(=O)OCC(=O)N2CC(C)CC(C)C2)cc1 (centres undefined),22.3%
O=C(O)CC(=O)Nc1cc(Cl)ccc1O,5.7%
NC(=O)c1ccccc1NS(=O)(=O)c1ccc2c(c1)OCCO2,4.6%
Cn1nnnc1SCCNCc1ccc(Cl)cc1,1.7%
Cc1sc(/N=C/c2ccccc2O)c(C#N)c1C,-6.0%
O=C(CCS(=O)(=O)c1ccc(Br)s1)NC1CCCC1,-0.5%
CCC(C)n1c(NC(=O)c2ccccc2)c(C#N)c2nc3ccccc3nc21 (centres undefined),2.2%
COc1ccccc1C(=O)N1C(CC(=O)Nc2cc(Cl)ccc2C)C(=O)NC2CCCCC21 (centres undefined),-7.8%
CCCn1nnc(NC(=O)C(c2ccccc2)c2ccccc2)n1,-13.1%
COc1cc(S(=O)(=O)N(Cc2ccc(C)cc2)Cc2ccco2)ccc1-n1cnnn1,4.3%
COc1ccc(OC)c(S(=O)(=O)N2CCCC(C)C2)c1 (centres undefined),-17.2%
Cc1c(C#N)c2ncn(Cc3ccccn3)c(=O)c2n1-c1ccccc1,-4.4%
CCOC(=O)c1c(NC(=O)Cc2cccs2)sc(C(=O)NC2CCCC2)c1C,-19.0%
COC(=O)C(C(=O)NCC1CCCO1)C1CCCC1 (centres undefined),-0.3%
CCCN(Cc1cc2ccc(C)cc2[nH]c1=O)S(=O)(=O)c1ccccc1,-4.0%
CCC(C)N=Cc1c(NCc2ccco2)nc2c(C)cccn2c1=O (centres undefined),13.2%
